Screening results from PubChem BioAssay.
DNMT1 block = blocks human DNA methyltransferase DNMT1 | P26358 | DNMT1 molecular beacon, Hinp1I cleavage, fluorescence | inhibition (reported as % activation of signal), % at 10 µM | hit rate 0.83% among 360,000; in the data active = inhibition above about 50%
NadD block = inhibitors of Staphylococcus aureus NadD; purified NadD enzyme, colorimetric absorbance read-out; hit rate 0.78% among 360,000; AID 602399; inhibition, % at 20 µM; in the data active = inhibition above about 26%; also: some compounds past the cut are filed as inactive
SUMO1-SIM PPI = alters human SUMO1 binding to SIM partners | hit rate 0.33% among 360,000 | inhibition, % at 20 µM | SUMO1 binding to a labelled peptide, TR-FRET, 1 h; in the data active = inhibition above about 37%
Target sequence (P63165 whole entry, looked up): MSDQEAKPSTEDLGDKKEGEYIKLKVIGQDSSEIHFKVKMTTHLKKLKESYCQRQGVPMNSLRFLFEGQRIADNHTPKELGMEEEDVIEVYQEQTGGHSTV
Rin1-Abl PPI inh = inhibitors of human Rin1-Abl protein interaction; P00519+Q13671; AID 588664; inhibition, % at 7.35 µM; hit rate 0.4% among 360,000; TR-FRET Rin1/Abl binding, biochemical; in the data active = inhibition above about 5%, passing the limit was not always enough
STEP inh = STEP (human) phosphatase inhibition; P54829; recombinant STEP, OMFP fluorogenic substrate, fluorescence; inhibition, % at 20 µM; hit rate 0.25% among 360,000;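 active = inhibition at 20 µM, scaled per plate between control wells, above about 37%, limit read from the data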;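 also: 0% = DMSO with enzyme and substrate and 100% = substrate only without enzyme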
Target sequence (P54829 whole entry, looked up): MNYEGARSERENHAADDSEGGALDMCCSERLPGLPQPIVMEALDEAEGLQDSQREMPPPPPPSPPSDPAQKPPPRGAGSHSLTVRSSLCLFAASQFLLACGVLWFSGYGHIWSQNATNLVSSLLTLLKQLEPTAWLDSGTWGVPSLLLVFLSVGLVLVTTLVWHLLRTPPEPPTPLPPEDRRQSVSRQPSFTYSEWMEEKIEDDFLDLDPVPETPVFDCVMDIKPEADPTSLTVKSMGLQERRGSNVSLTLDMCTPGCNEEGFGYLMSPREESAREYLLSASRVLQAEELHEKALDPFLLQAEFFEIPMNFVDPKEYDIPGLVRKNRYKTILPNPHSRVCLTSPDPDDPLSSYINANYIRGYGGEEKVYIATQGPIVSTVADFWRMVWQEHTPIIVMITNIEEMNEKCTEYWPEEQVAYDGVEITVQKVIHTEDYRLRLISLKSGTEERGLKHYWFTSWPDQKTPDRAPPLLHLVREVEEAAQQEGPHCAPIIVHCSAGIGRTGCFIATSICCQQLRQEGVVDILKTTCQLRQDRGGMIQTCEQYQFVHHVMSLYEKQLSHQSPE
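Assay system: isolated STEP enzyme / Timing: 20 min at room temperature, dark / Doses: 20 µM, 1% DMSO / Technique: fluorescence intensity, excitation 480 nm, emission 540 nm / Reagent: fluorogenic phosphatase substrate OMFP at 25 µM final / Measure: percent inhibition scaled to no-enzyme and uninhibited-enzyme controls, plate-pattern corrected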
CSN inh = CSN deneddylation inhibition; Q92905; Purified CSN, SCF-Nedd8-OG deneddylation, fluorescence polarization; inhibition, % at 12.5 µM; hit rate 0.38% among 360,000;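 active = pattern-corrected inhibition above about 35%, with an unprinted fluorescence ratio check between 0.5 and 1.5, limit read from the data, passing the limit was not always enough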;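 also: 0% = enzyme with substrate and 100% = substrate without enzyme; some results filed as inactive read as strong as hits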
Target sequence (Q92905 whole entry, looked up, one chain of several): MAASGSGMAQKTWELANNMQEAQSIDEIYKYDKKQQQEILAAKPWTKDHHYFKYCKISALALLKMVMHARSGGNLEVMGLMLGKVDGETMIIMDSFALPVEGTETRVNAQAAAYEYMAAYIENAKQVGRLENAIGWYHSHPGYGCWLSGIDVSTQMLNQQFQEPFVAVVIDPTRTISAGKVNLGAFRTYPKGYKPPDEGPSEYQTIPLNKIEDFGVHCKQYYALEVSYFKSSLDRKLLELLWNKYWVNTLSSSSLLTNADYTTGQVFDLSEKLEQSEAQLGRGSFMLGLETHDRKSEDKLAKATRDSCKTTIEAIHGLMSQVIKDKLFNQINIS
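Detection – fluorescence polarization · System – HEK293T-derived human Csn5 enzyme · Controls – substrate-only high control, full reaction low control · Timing – 90 min, room temperature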
Neddylation inh = inhibitors of human cullin neddylation; P61081+Q13564; TR-FRET cullin neddylation, biochemical; calls only at 25 µM; hit rate 0.58% among 360,000; in the data active = inhibition above about 36%
Rpn11 block = inhibitors of human proteasome Rpn11. human 26S proteasome, Ub4-pepOG fluorescence polarization; 20S core pre-blocked with epoxomicin. calls only at 20 µM. hit rate 0.59% among 360,000;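 active = inhibition at 20 µM, scaled to each plate's controls, above about 33%, limit read from the data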
Scp-1 inhibitor = Scp-1 (human) phosphatase inhibition; inhibition, % at 20 µM; hit rate 0.88% among 340,000; Recombinant Scp1, phosphopeptide, malachite green phosphate absorbance; AID 493091; Q9GZU7;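 active = inhibition above about 50% at 20 µM, limit read from the data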;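 also: plate controls were DMSO wells with enzyme for no effect and wells lacking enzyme for full effect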
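Test system – truncated SCP-1 phosphatase (76-261aa) · Reagent – Phosphorylated 17-residue peptide substrate · Incubation – 45 min room-temperature reaction, 5 min colour, 30 min stabiliser · Detection – colorimetric phosphate reagent with accelerator and stabiliser, absorbance at 630 nm · Measure – % inhibition at 20 µM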
LMPTP inh = LMPTP (human) inhibition; P24666; recombinant LMPTP-A, OMFP fluorogenic substrate, fluorescence intensity; inhibition, % at 20 µM; hit rate 0.22% among 360,000; AID 651560;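 active = compounds that cut the enzyme signal by at least half of the control window in the single-dose screen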;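 also: plate controls were DMSO wells with enzyme plus substrate for no effect and substrate without enzyme for full effect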
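test system = LMPTP-A | amount = 0.625 nM LMPTP-A final | reagent = fluorogenic phosphatase substrate OMFP at 400 µM final | incubation = 50 min at room temperature | benchmarks = no-enzyme low control, uninhibited high control | medium = Bis-Tris pH 6.0, DTT, detergent | signal = fluorescence intensity of OMFP turnover product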
* marks the source's active call; other numbers are inactive results; i = inactive; . = no result given.

DNMT1 block,NadD block,SUMO1-SIM PPI,Rin1-Abl PPI inh,STEP inh,CSN inh,Neddylation inh,Rpn11 block,Scp-1 inhibitor,LMPTP inh,molecule
-3,1,-61,-2,3,2,i,i,.,-1.9,CCN1CCCC1CNC(=O)c1ccc2c(c1)NC(=O)/C(=C\c1ccccc1Cl)S2 (centres undefined)
5,2,-5,-5,-1,-2,i,i,-5,-0.3,CC(C)[C@H](NC(=O)c1ccccc1)C(=O)OCC(=O)N1CCCCCC1
-6,-2,-3,1,0,1,i,i,-11,1.2,Cc1cc(C)c2sc(NC(=O)C3CC3)nc2c1
-1,-1,-1,-2,-3,-2,i,i,-3,-0.6,Cc1cccc(N(CC(=O)N2CCN(C)CC2)S(=O)(=O)c2ccccc2)c1
5,-2,0,-1,4,-1,i,i,-11,1.0,Cc1c(OCC(=O)C(C)(C)C)ccc2c3c(c(=O)oc12)CCCC3
-1,7,-2,4,2,0,i,i,-3,-0.6,Cc1ccccc1NC1=C(Cl)C(=O)OC1NC(=O)c1ccccc1 (centres undefined)
2,1,-2,1,-2,1,i,i,-7,-3.2,CCOc1ccc(CNC23CN4CN(CN(C4)C2)C3)cc1
3,-11,4,-1,0,2,i,i,-2,0.4,O=C(NCCN1CCOCC1)c1ccc(Cl)c(S(=O)(=O)NCc2ccccc2)c1
1,4,2,3,3,-2,i,i,-12,-2.0,Cc1c(Br)cc(C(=O)NCCCN2CCOCC2)c(C)c1C
1,-3,-2,11,1,-4,i,i,2,-0.5,COc1cc(C2C3=C(COC3=O)Oc3cc4c(cc32)OCO4)ccc1O (centres undefined)

An excerpt from above in order of their number in NadD block, highest first.
DNMT1 block,NadD block,SUMO1-SIM PPI,Rin1-Abl PPI inh,STEP inh,CSN inh,Neddylation inh,Rpn11 block,Scp-1 inhibitor,LMPTP inh,molecule
-1,7,-2,4,2,0,i,i,-3,-0.6,Cc1ccccc1NC1=C(Cl)C(=O)OC1NC(=O)c1ccccc1 (centres undefined)
1,4,2,3,3,-2,i,i,-12,-2.0,Cc1c(Br)cc(C(=O)NCCCN2CCOCC2)c(C)c1C
5,2,-5,-5,-1,-2,i,i,-5,-0.3,CC(C)[C@H](NC(=O)c1ccccc1)C(=O)OCC(=O)N1CCCCCC1
-3,1,-61,-2,3,2,i,i,.,-1.9,CCN1CCCC1CNC(=O)c1ccc2c(c1)NC(=O)/C(=C\c1ccccc1Cl)S2 (centres undefined)
-1,-1,-1,-2,-3,-2,i,i,-3,-0.6,Cc1cccc(N(CC(=O)N2CCN(C)CC2)S(=O)(=O)c2ccccc2)c1
5,-2,0,-1,4,-1,i,i,-11,1.0,Cc1c(OCC(=O)C(C)(C)C)ccc2c3c(c(=O)oc12)CCCC3
3,-11,4,-1,0,2,i,i,-2,0.4,O=C(NCCN1CCOCC1)c1ccc(Cl)c(S(=O)(=O)NCc2ccccc2)c1

Going on with the list:
DNMT1 block,NadD block,SUMO1-SIM PPI,Rin1-Abl PPI inh,STEP inh,CSN inh,Neddylation inh,Rpn11 block,Scp-1 inhibitor,LMPTP inh,molecule
0,7,-14,2,0,-5,i,i,-7,-7.5,COc1cc2ccccc2cc1C(=O)N1CC(C)OC(C)C1 (centres undefined)
2,-2,1,1,-1,-4,i,i,-8,-1.4,Cc1noc(C)c1C(=O)OC(C)C(=O)Nc1ccc(C(N)=O)cc1 (centres undefined)
5,0,-2,-2,-1,-6,i,i,-13,-2.1,O=C(O)/C=C/C(=O)NC1CCS(=O)(=O)C1 (centres undefined)
0,1,2,2,0,6,.,i,-6,-0.3,CCOC(=O)NN1C(=O)c2ccccc2NC1c1cccnc1 (centres undefined)
1,-8,-3,1,6,3,i,i,-5,-0.9,CCn1cc(S(=O)(=O)Nc2cccnc2)cn1
7,4,6,5,2,-10,i,i,31,2.2,COc1ccc(/C=C/C(=O)O)cc1S(=O)(=O)N1CCc2ccccc2C1
2,6,0,-1,2,-5,i,i,-17,-1.6,CSc1cccc(NC(=S)Nc2cc(C)ccc2C)c1
2,-6,-13,2,-4,-2,i,i,-2,-2.3,O=C(O)c1cccc(NC(=O)c2ccccc2NC(=O)c2cccc([N+](=O)[O-])c2)c1
0,-4,-2,0,0,-7,i,i,2,-0.4,O=C(CSc1nccn1-c1ccc(F)cc1)NCc1ccc(F)cc1
0,-6,0,-1,0,-2,i,i,-4,-0.8,CCCCC(O)(c1ccccc1)C(CN1CCOCC1)c1ccccc1 (centres undefined)

Continued.
DNMT1 block,NadD block,SUMO1-SIM PPI,Rin1-Abl PPI inh,STEP inh,CSN inh,Neddylation inh,Rpn11 block,Scp-1 inhibitor,LMPTP inh,molecule
0,-1,2,2,4,1,i,i,2,-1.8,CCCCn1c(C(C)NC(=O)CCC)nc2ccccc21 (centres undefined)
4,-5,1,1,2,0,i,i,-3,0.7,Cc1ccc(C(=O)OCC(=O)Nc2cc(S(=O)(=O)N3CCOCC3)ccc2C)cc1
-2,6,-7,4,-1,4,i,i,-5,0.8,Cc1ccc(C(=O)NCCCn2ccnc2)cc1[N+](=O)[O-]
-3,24,-2,-3,11,9,i,i,-21,2.9,CCC(C)c1ccc(S(=O)(=O)N2CCN(C(=O)COc3ccc4c(C)cc(=O)oc4c3)CC2)cc1 (centres undefined)
2,-7,2,-1,-1,-5,i,i,-5,1.1,NC(=O)C12CCCC(Br)(CCC1)C2
0,-6,0,2,0,1,i,i,-14,2.0,CNC(=O)Nc1cc(C(C)(C)C)no1
72*,30,-5,-3,5,20,i,i,-14,27,NS(=O)(=O)c1ccc(CCNc2nc3c(-c4cccc(F)c4)nnn3c3ccccc23)cc1
1,8,-1,2,6,7,i,i,-13,4.7,Cc1[nH]n(-c2ccc([N+](=O)[O-])cc2)c(=O)c1C=NCCc1c[nH]c2ccccc12
-4,-5,1,-1,6,-4,i,i,-7,2.2,O=C(CN1CCCCC1)c1c[nH]c2ccccc12
-1,-1,-21,-7,-2,-6,i,i,-5,0.8,CCONC(=O)Nc1ccccc1[N+](=O)[O-]

(more compounds)
DNMT1 block,NadD block,SUMO1-SIM PPI,Rin1-Abl PPI inh,STEP inh,CSN inh,Neddylation inh,Rpn11 block,Scp-1 inhibitor,LMPTP inh,molecule
.,18,1,.,.,-4,i,.,.,0.5,O=C1NC[C@@H](CCCCN2C[C@H](Cc3ccc(O)cc3)N(CC3CCCCC3)C(=O)C2=O)N(CCc2ccccc2)C1=O
-6,-1,-1,-2,-2,-17,i,i,1,0.3,O=C(CC1C(=O)NCCN1CC1CCCCC1)NC1(c2ccccc2)CC1 (centres undefined)
0,0,0,4,-2,3,i,i,-5,0.7,CCC(C)NC(=O)Cn1cnc2sc(C)cc2c1=O (centres undefined)
0,-15,1,-1,-3,5,i,i,-12,0.9,COc1ccc(C(=O)NC2CCCc3ccccc32)cc1Br (centres undefined)
-1,-3,2,2,0,-2,i,i,-7,1.3,Cc1ccc2oc(C(=O)N(Cc3ccc(N(C)C)cc3)C3CCS(=O)(=O)C3)c(C)c2c1 (centres undefined)
-3,-8,7,0,2,3,i,i,1,0.0,COc1cc(-c2c(-c3ccsc3)sc3ccccc23)cc(OC)c1OC
-4,-4,3,0,3,0,i,i,-9,0.5,Cc1ccc(C)c(N(CC(=O)NC(C)(C)C)C(=O)CNC(=O)c2cccs2)c1
-6,0,2,-1,2,-9,i,i,3,3.6,CC(OC(=O)c1nc(-c2ccccc2)n(-c2ccccc2)n1)C(=O)Nc1cc(Cl)cc(Cl)c1 (centres undefined)
-5,1,-3,-6,-5,1,i,i,0,0.0,O=C1NC(c2ccc(Cl)cc2Cl)Oc2ccccc21 (centres undefined)
1,-8,1,3,0,0,i,i,-6,-1.0,CCN(C(=O)c1ccc(Br)cc1)c1ccccc1

(next part)
DNMT1 block,NadD block,SUMO1-SIM PPI,Rin1-Abl PPI inh,STEP inh,CSN inh,Neddylation inh,Rpn11 block,Scp-1 inhibitor,LMPTP inh,molecule
-1,1,0,-1,-2,1,i,i,-2,1.0,CC(C)OC(=O)Cn1nnc(-c2ccccc2)n1
0,-5,-21,0,1,1,i,i,-8,2.4,c1csc(-c2csc(-c3cccs3)n2)c1
-1,-1,0,0,-1,-8,i,i,-5,-1.3,CC/C(O)=C1\C(=O)CC(c2ccccc2)CC1=NC(C)C (centres undefined)
0,-1,23,4,-2,-3,i,i,-4,-0.7,CC1CN(C(=O)c2cccc(S(=O)(=O)Nc3cc(Cl)ccc3Cl)c2)CC(C)O1 (centres undefined)
-2,-3,-16,-1,-1,11,i,i,-11,2.8,COc1ccc(C(=O)/C=C/c2ccc(OC)c(O)c2)c(F)c1
1,0,-6,-1,0,2,i,i,0,-0.2,CCOC(=O)CNC(=O)N1CCc2ccc(NC(=O)c3ccccc3OC)cc2C1
32,-7,-111,-8,-8,-76,i,i,-4,-3.8,O=C1c2cccc3c(O)ccc(c23)C(=O)N1c1ccc(Cl)cc1
1,-2,1,0,-1,6,i,i,-7,0.4,CSCCC(NC(=O)c1ccccc1Cl)C(=O)N(C)Cc1cccs1 (centres undefined)
1,1,2,-1,-4,0,i,i,-9,2.8,CCCC(=O)n1nc(NCc2ccc(OC)cc2)nc1NCc1ccc(OC)cc1
4,-3,4,0,2,3,i,i,6,-0.2,Cc1nn(Cc2ccccc2)c(Cl)c1C(=O)NCc1ccco1

The list continues:
DNMT1 block,NadD block,SUMO1-SIM PPI,Rin1-Abl PPI inh,STEP inh,CSN inh,Neddylation inh,Rpn11 block,Scp-1 inhibitor,LMPTP inh,molecule
3,-3,3,2,-1,-2,i,i,-6,-1.0,COc1ccc(NC(=O)Nc2ccc3c(c2)C(=O)N([C@@H](C)CO)C[C@@H](C)[C@@H](CN(C)CC2CCCCC2)O3)cc1
4,3,-1,1,2,1,i,i,2,0.6,CCOC(=O)c1c(C=O)c(C)n(Cc2ccccc2Cl)c1C
3,-1,0,1,-1,-2,i,i,-1,-1.8,O=C(COc1ccc(Br)cc1)NCc1ccccn1
-4,-2,7,1,1,0,i,i,-9,1.9,O=C(NN=Cc1ccccc1OC(F)F)c1ccc(NS(=O)(=O)c2cccs2)cc1
3,-3,2,-1,1,-1,i,i,-8,-0.9,CC(C)(C)OC(=O)NC(CCNC=C1C(=O)OC(C)(C)OC1=O)C(=O)O (centres undefined)
0,1,-1,0,-2,1,i,i,-13,-1.9,CCc1nc(N[C@@H](CC(C)C)C(=O)O)c2oc3ccccc3c2n1
